Screens (PubChem)
OX1R antag: antagonists of human orexin 1 receptor; O43613; CHO/OX1R cells, Fluo-8 calcium fluorescence, orexin A; inhibition, % at 5 µM; actives 0.43% (n = 330,000); AID 434989;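 active = inhibition above its plate's threshold, mean inhibition of all tested compounds on the plate plus 3 SD, cut at about 37% in these data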;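 note: 0% = orexin A challenge wells and 100% = SB-334867-A antagonist wells; not every result past the cut was called active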
Target sequence (O43613 whole entry, looked up): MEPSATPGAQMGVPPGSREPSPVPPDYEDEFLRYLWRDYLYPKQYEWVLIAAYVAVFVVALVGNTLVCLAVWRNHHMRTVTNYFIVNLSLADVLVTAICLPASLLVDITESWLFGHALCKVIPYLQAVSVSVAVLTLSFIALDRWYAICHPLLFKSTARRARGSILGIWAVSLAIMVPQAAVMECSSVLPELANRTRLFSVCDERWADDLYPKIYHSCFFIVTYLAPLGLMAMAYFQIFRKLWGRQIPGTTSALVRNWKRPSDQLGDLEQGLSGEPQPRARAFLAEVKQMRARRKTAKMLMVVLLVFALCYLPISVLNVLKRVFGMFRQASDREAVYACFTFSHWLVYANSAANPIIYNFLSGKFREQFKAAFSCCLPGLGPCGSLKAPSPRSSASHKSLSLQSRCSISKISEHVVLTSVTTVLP
CHT allo act: allosterically activates the human high affinity choline transporter | Q9GZV3 | CHT-expressing cells, membrane potential dye, choline EC20; hits give high values; LV-AA mutant CHT in HEK293 cells | B-score at 10 µM | actives 0.49% (n = 310,000);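 active = initial fluorescence not abnormally high and integrated response B-score, plate-corrected, over 3 SD above library mean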
Target sequence (Q9GZV3 whole entry, looked up): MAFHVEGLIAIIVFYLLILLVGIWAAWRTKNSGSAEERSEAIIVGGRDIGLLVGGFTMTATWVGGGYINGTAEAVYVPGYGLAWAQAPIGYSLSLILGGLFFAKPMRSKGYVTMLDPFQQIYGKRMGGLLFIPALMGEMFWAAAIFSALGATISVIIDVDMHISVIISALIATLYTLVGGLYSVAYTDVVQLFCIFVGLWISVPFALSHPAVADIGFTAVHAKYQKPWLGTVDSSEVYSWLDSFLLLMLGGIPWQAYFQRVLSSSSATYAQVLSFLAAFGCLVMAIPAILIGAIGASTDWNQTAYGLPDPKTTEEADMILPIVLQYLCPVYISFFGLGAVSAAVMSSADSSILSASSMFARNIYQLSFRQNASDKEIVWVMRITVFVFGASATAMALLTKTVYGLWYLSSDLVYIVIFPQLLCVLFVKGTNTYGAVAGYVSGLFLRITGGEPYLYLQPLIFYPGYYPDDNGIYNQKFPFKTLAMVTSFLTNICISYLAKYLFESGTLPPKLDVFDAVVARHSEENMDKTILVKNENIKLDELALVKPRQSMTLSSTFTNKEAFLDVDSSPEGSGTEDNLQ
* marks the source's active call; other numbers are inactive results; i = inactive; x = not tested or not shown. This is a subset (hit frequency here may not be typical).

SMILES | OX1R antag | CHT allo act
COC(=O)C1=C(c2ccc3ccccc3c2)C[C@@H]2CC[C@H]1N2C(=O)NC(C)C | -14 | x
CCOc1cc2c(cc1OCC)-n1cccc1C(c1c(O)cccc1OC)NC2 (stereo not given) | -21 | i
COc1ccc2c3c([nH]c2c1)C(C)NCC3 (stereo not given) | -15 | i
COc1ccc(CCN(C)Cc2ccncc2)cc1OC | -13 | i
Fc1cccc(CCNCc2ccccn2)c1 | -22 | i
COC(=O)C1=C(C)OC(N)=C(C#N)C12C(=O)Nc1ccccc12 (stereo not given) | -11 | i
C#CCN(C)[C@H](C)Cc1ccccc1 | 4 | i
COc1cc(/C=C2\C(=O)NC(=O)N(c3ccc(C)cc3)C2=O)cc(OC)c1O | 0 | i
CCn1c(C)c(C(=O)O)c2cc(OC)ccc21 | -12 | i
O=C(N/N=C/c1c(O)n(C2CC2)c(=S)[nH]c1=O)c1ccccc1Cl | -8 | i
COC(=O)C1=C(c2cc3ccccc3s2)C[C@@H]2CC[C@H]1N2C(=O)NCc1cccc2ccccc12 | -16 | i
CC(=O)NC1C(OC(=O)Cc2ccccc2)OC(COC(C)=O)C(OC(C)=O)C1OC(C)=O (stereo not given) | -14 | i
COc1cc(OC)c(OC)cc1CNC(C)C(O)c1ccccc1 (stereo not given) | -11 | i
C/C(=N\N1CCCCC1)c1c(O)[nH]c(=O)[nH]c1=O | -8 | i
Nc1ccccc1C(=O)OCC(=O)Nc1ccc(Br)cc1F | -26 | i
CCCCn1c(=O)c(C=Nc2cc([N+](=O)[O-])ccc2OC)c(O)n(CCCCl)c1=O | -30 | i
O=C(COc1ccc2ccccc2c1)N1CCN(CC2CC3C=CC2C3)CC1 (stereo not given) | -13 | i
CC1C(c2cccs2)=[N+]([O-])C(C)(C(=O)c2cccs2)N1O (stereo not given) | -16 | i
CCOC(=O)c1c(N)n(CCN2CCOCC2)c2nc3ccccc3nc12 | 2 | i
COc1ccc(CCn2c(O)c(C=NCc3cccnc3)c(=O)[nH]c2=O)cc1OC | -8 | i

Grouped by structure, those above containing an aryl methoxy group (eight)
SMILES | OX1R antag | CHT allo act
CCOc1cc2c(cc1OCC)-n1cccc1C(c1c(O)cccc1OC)NC2 (stereo not given) | -21 | i
COc1ccc2c3c([nH]c2c1)C(C)NCC3 (stereo not given) | -15 | i
COc1ccc(CCN(C)Cc2ccncc2)cc1OC | -13 | i
COc1cc(/C=C2\C(=O)NC(=O)N(c3ccc(C)cc3)C2=O)cc(OC)c1O | 0 | i
CCn1c(C)c(C(=O)O)c2cc(OC)ccc21 | -12 | i
COc1cc(OC)c(OC)cc1CNC(C)C(O)c1ccccc1 (stereo not given) | -11 | i
CCCCn1c(=O)c(C=Nc2cc([N+](=O)[O-])ccc2OC)c(O)n(CCCCl)c1=O | -30 | i
COc1ccc(CCn2c(O)c(C=NCc3cccnc3)c(=O)[nH]c2=O)cc1OC | -8 | i

The list goes on:
SMILES | OX1R antag | CHT allo act
COc1ccc(/C=C2/C(=O)NC(=S)N(C3CC3)C2=O)cc1CN1C(=O)c2ccccc2C1=O | -14 | i
COC(=O)C1=C(c2cccc(C#N)c2)C[C@@H]2CC[C@H]1N2C(=O)NCc1ccc(F)cc1 | -12 | x
O=C1OC(c2ccc(Cl)cc2)=N/C1=C\N1CC2CC(C1)c1cccc(=O)n1C2 (stereo not given) | -48 | i
Fc1ccc(C2=CCN(C(c3ccc(Cl)cc3)c3nnnn3Cc3ccccc3)CC2)cc1 (stereo not given) | -45 | i
O=C(O)[C@@H]1C[C@H]1[C@@H](NP(=O)(c1ccccc1)c1ccccc1)c1ccccc1 | -9 | i
CCCCCCCCCCCCCCCC[N+](C)(C)C | 6 | i
COc1ccc(C(=O)CC2(CC(=O)c3ccc(OC)cc3)C(=O)N(C)C(=O)N(C)C2=O)cc1 | 0 | i
CCOC(=O)c1c(N)n(CCN2CCCCC2)c2nc3ccccc3nc12 | -36 | i
COC(=O)CC(NC(=S)N1CC2C[C@@H](C1)Cn1c2cccc1=O)C(=O)OC (stereo not given in full) | -4 | i
CCCCn1c(O)c(/C=C/C=Nc2ccccc2)c(=O)[nH]c1=O | 6 | i
CC1(C)CC(=O)C(C2(O)C(=O)NC(=O)NC2=O)=C(O)C1 | 2 | i
CCC(C)C12CN3CCN(CC(C)(C3)C1=O)C2 (stereo not given) | -16 | i
O=c1c2ccccc2nc(/C=C/c2ccccc2F)n1-c1ccccc1O | -12 | i
CCCC12CN3CN(C1)CC(CCC)(C3)C2O (stereo not given) | -5 | i
O=C(O)c1nn(Cc2ccc(Cl)cc2Cl)c2ccccc12 | -16 | i
CC[C@H]1CN(C)CCc2c([nH]c3ccccc23)C(=O)C[C@@H]1/C(=C\OC)C(=O)OC | 1 | i
O=c1[nH]c(=O)n(-c2ccc(F)cc2)c(O)c1C=Nc1ccccc1N1CCCC1 | -20 | i
N#CC(C#N)=Cc1ccc(N2CCCC2)cc1 | -9 | i
O=C1NC(=O)C2(Cc3ccccc3N3CCOCC32)C(=O)N1c1ccccc1 (stereo not given) | -12 | i
CCCCn1c(O)c(C(CC)=NCc2cccnc2)c(=O)[nH]c1=O | -11 | i

Reprinted from the part before: five entries, then new ones.
SMILES | OX1R antag | CHT allo act
CC[C@H]1CN(C)CCc2c([nH]c3ccccc23)C(=O)C[C@@H]1/C(=C\OC)C(=O)OC | 1 | i
O=c1[nH]c(=O)n(-c2ccc(F)cc2)c(O)c1C=Nc1ccccc1N1CCCC1 | -20 | i
N#CC(C#N)=Cc1ccc(N2CCCC2)cc1 | -9 | i
O=C1NC(=O)C2(Cc3ccccc3N3CCOCC32)C(=O)N1c1ccccc1 (stereo not given) | -12 | i
CCCCn1c(O)c(C(CC)=NCc2cccnc2)c(=O)[nH]c1=O | -11 | i
CCCC(=O)c1cc(CP(=O)(OCC)OCC)oc1C | -13 | i
COC(=O)C1=C(c2ccc(Cl)c(C(F)(F)F)c2)C[C@@H]2CC[C@H]1N2C(=O)N1CCOCC1 | -23 | x
CC1CC(OC(=O)c2ccccc2)CC(C)N1C (stereo not given) | 3 | i
O=c1ccc2c(O)c3ccoc3cc2o1 | -11 | x
CC1(C)CC[C@]2(C)CC[C@]3(C)C4C[C@@H]5OO[C@@]6(O5)C(CCCC6(C)C)[C@]4(C)CC[C@@]3(C)C2C1 (stereo not given in full) | 3 | i
CN(C)C(=O)Oc1ccc(OCc2cccc[n+]2C)cc1 | -8 | i
CCCCCCOc1ccc(CN2CCN(CC)CC2)cc1 | -10 | i
CC(=O)O[C@H]1CCC2C3CCC4=CC(=O)CCC4=C3C=C[C@@]21C (stereo not given in full) | -27 | i
CCOc1ccc(N2C(=O)/C(=C/c3ccc(C)o3)C(=O)NC2=S)cc1 | -5 | i
CCN1CCN(c2cn[nH]c(=O)c2Cl)CC1 | 1 | i
CNP1(NC)=NC(C(F)(F)F)=NC(C(F)(F)F)=N1 | -2 | i
O=[N+]([O-])c1ccc(N2CCOCC2)c2ccncc12 | -17 | i
O=C(C1CCC(=O)N1C1CCCCC1)N1CCC2(CC1)OCCO2 (stereo not given) | 5 | i
Cc1oc(-c2ccccc2)nc1CN1C(=O)CN=C(c2ccccc2)c2ccccc21 | -32 | i
FC(F)(F)c1ccccc1NC1=NCCCS1 | -16 | i
COC(=O)[C@@H]1C(OC(=O)c2ccccc2)CC2CCC1N2C (stereo not given in full) | -22 | x
O=c1[nH]c(=O)n(-c2cccc(F)c2)c(O)c1/C=C1\C=Nc2ccccc21 | -16 | i
c1ccc2c(CCNCc3ccc4c(c3)OCO4)c[nH]c2c1 | -34 | i
O=C(c1ccc(C(F)(F)F)cc1)C1CCCN(Cc2ccncc2)C1 (stereo not given) | -10 | i
Cc1cccc(-c2nc3ccc(C(=O)N4CCC5(CC4)OCCO5)cc3nc2-c2cccc(C)c2)c1 | -20 | i
CCc1cccc2c(C#N)cn(CC(=O)N3CCOCC3)c12 | -12 | i
CSc1ccc(C(=O)C2CCCN(CCCn3cccn3)C2)cc1 (stereo not given) | -13 | i
CC(C)N1CCN(c2ccc(O)cc2)CC1 | -8 | i
CC(Oc1ccc(-c2ccccc2)cc1)C(=O)O (stereo not given) | 1 | i
COc1cc2c(cc1OC)C(C1c3cc4c(cc3CCN1C)OCO4)OC2=O (stereo not given) | -9 | i
COc1ccccc1N1C(=O)NC(=O)C2(Cc3cc(C)ccc3N(C)C2)C1=O (stereo not given) | -23 | i
COc1cc2c(cc1OC)[C@H]1C(=O)c3ccc4c(c3O[C@H]1CO2)C[C@@H](C(C)(C)O)O4 | 23 | x
C/C(=N\N1CCCCCC1)c1c(O)n(C)c(=O)n(C)c1=O | -7 | i
CCOc1ccc(N=Cc2c(O)n(Cc3ccccc3)c(=S)[nH]c2=O)cc1 | -22 | i
CCOc1ccc(NC(=O)N2C[C@H]3C[C@@H](C2)c2cccc(=O)n2C3)cc1 | -10 | i
O=C(c1ccco1)c1cn(Cc2ccc(Cl)cc2)c2ccccc12 | -29 | i
O=C(COC(=O)c1ccccc1)Nc1ccc(Cl)cc1C(=O)c1ccccc1 | -36 | i
O=C1NC(=O)N(c2ccc(F)cc2)C(=O)/C1=C/c1ccc(N2CCOCC2)cc1 | -5 | i
CC(=NCc1ccco1)c1c(O)n(-c2ccccc2C)c(=O)[nH]c1=O | -9 | i
CCC1(CC)C(=O)N(Cc2ccccc2)C(=O)N(Cc2ccccc2)C1=O | 33 | i
COc1ccc(CN2CCN(c3ccccc3F)CC2)c(OC)c1 | -24 | i
COc1cc2c(cc1OC)-c1c(OC)c(OC)cc3c1[C@H](C2)N(C)CC3 | -1 | 7.6*
Cc1ccsc1C(=O)C1CCCN(Cc2cccc(-n3cccn3)c2)C1 (stereo not given) | -39 | i
COc1cc(OC)c2c(c1)OCC1CON(C)C21 (stereo not given) | 2 | i
COc1ccc(NC2=NCC(C)S2)cc1 (stereo not given) | -16 | i
CCCCc1ccc(C(=O)O)nc1 | 8 | i
CN1C(=O)N(C)C(=O)C2(Cc3c(nc4ccccn4c3=O)N3CCc4ccccc4C32)C1=O (stereo not given) | -25 | i
Cc1cc(/C=C2\C(=O)NC(=O)N(C)C2=O)c(C)n1-c1ccc2c(c1)OCO2 | -36 | i
O=C(Cn1cnc2sc3c(c2c1=O)CCCC3)NCCCC(=O)N1CCC2(CC1)OCCO2 | -21 | i
CSc1ncc(CN2CCCC(C(=O)c3cccc(Cl)c3)C2)cn1 (stereo not given) | -22 | i
CCOC(=O)C1CCN(/C=C2/C(=O)NC(=O)N(Cc3ccco3)C2=O)CC1 | -8 | i
CN(CCCCC(=O)/C=N/O)Cc1ccccc1 (tested in a mixture with another compound) | -21 | i
CN1CCN(c2ccc([N+](=O)[O-])c(Sc3ccccn3)c2)CC1 | -15 | i
Cn1c(O)c(C=NCCCN2CCCC2=O)c(=O)n(C)c1=O | -5 | i
Cc1ccccc1-n1c(/C=C/c2ccccn2)nc2ccccc2c1=O | -35 | i

(more compounds)
SMILES | OX1R antag | CHT allo act
CCCCn1c(O)c(C(C)=Nc2cccc(C(=O)O)c2)c(=O)[nH]c1=O | -11 | i
Cn1c(C(=O)N2CCC(C(=O)N3CCC4(CC3)OCCO4)CC2)cc2sccc21 | -20 | i
COc1ccc(NC2(C#N)CCCCC2)cc1 | -6 | i
Cc1nn(CC(C)C)c(Cl)c1C(=O)NC1CCC(C)CC1 (stereo not given) | -13 | i
CCOc1cc2c(cc1OCC)-n1cccc1C(c1cc(OC)ccc1F)NC2 (stereo not given) | -16 | i
C/C(=N\Nc1ccccc1)c1c(O)[nH]c(=O)[nH]c1=O | -18 | i
COC(=O)C1=C(c2ccc(OC)c(OC)c2)C[C@@H]2CC[C@H]1N2C(=O)NCCOc1ccccc1 | -12 | x
CCOC(=O)[C@]1(C#N)[C@@H]2C=CC(C(C)=O)=CN2[C@@H](C(N)=O)[C@@H]1c1ccsc1 | -11 | i
CCOCCN1CCN(c2nnc3n2-c2ccc(Cl)cc2C(c2ccccc2Cl)=NC3)CC1 | 3 | i
CN1CCN(CC(=O)Nc2ccc([N+](=O)[O-])cc2C(=O)c2ccccc2)CC1 | -35 | i
O=Cc1cn(Cc2ccc(Br)cc2)c2ccccc12 | 2 | i
COC(=O)C1=C(c2cccc(C#N)c2)C[C@@H]2CC[C@H]1N2C(=O)N1CCC(C)CC1 | -23 | x
COc1ccc2c(c1)c(C(=O)CN1CCC3(CC1)OCCO3)c(C)n2Cc1ccccc1 | -21 | i
COc1cccc(Oc2c(C)oc3cc(OC(=O)N(C)C)ccc3c2=O)c1 | -11 | i
COc1ccccc1-n1c(O)c(C=NCCCn2ccnc2)c(=O)[nH]c1=O | -8 | i
CC[C@H](OC(C)=O)C(C[C@H](C)N(C)C)(c1ccccc1)c1ccccc1 | -30 | x
Cc1nc2ccccc2c(=O)n1-c1ccc(Cl)cc1[N+](=O)[O-] | -29 | i
Cc1c(C)c2ccc(OCC(=O)N3CCC(C(=O)O)(c4ccccc4)CC3)cc2oc1=O | 12 | i
CNP(=O)(Oc1ccccc1)OC12CC3CC(CC(C3)C1)C2 (stereo not given) | -9 | i
C/C(CCc1c[nH]c2ccccc12)=N\O | 15 | i
COc1ccc(C2c3c(nc(C)[nH]c3=O)Oc3c2c(=O)oc2ccccc32)cc1 (stereo not given) | -16 | i
CN1C(=O)C(Cc2ccsc2)C(=O)N(C)C1=O | -14 | i
COC(=O)C1=C(c2cccc(C#N)c2)C[C@@H]2CC[C@H]1N2C(=O)NCCOc1ccccc1Cl | -25 | x
Cc1ccc(-c2nc3ccccc3c(=O)n2-n2cccc2)cc1 | -9 | i
Cc1c(C=C2C(=O)N(C)C(=S)N(C)C2=O)c2ccccc2n1CC(=O)NCC1CCCO1 (stereo not given) | x | i
COC(=O)C1=C(c2cccc(OCc3ccccc3)c2)C[C@@H]2CC[C@H]1N2C(=O)NCc1ccccc1C(F)(F)F | 47 | x
COc1ccc(N=Cc2c(O)n(Cc3cccs3)c(=O)[nH]c2=O)cc1 | -29 | i
Cc1ccc(NP(=O)(Nc2ccc(C)cc2)Oc2ccccc2)cc1 | -32 | i
CN(C)CC1CSCCC1(O)c1ccccc1 (stereo not given) | -6 | i
COc1ccc(OC)c(N2Cc3ccccc3C2=N)c1 | 2 | i
